Source: PubChem
All columns: NCI-60 one-dose screen, growth in % after 48 h at 10 µM unless noted; 100 = growth as untreated, 0 = no growth, -100 = all killed.
NCI-H226: NCI-H226 lung cancer; 79,000 compounds, 3.5% hits
COLO 205: COLO 205 colon cancer; 79,000 compounds, 7.3% hits
HT29: HT29 colon cancer. 81,000 compounds, 7.4% hits. AID 1794748
HCT-15: HCT-15 colon cancer; 82,000 compounds, 5.2% hits
NCI-H322M: NCI-H322M lung cancer | 80,000 compounds, 2.7% hits | AID 1794733
NCI-H460: NCI-H460 lung cancer; AID 1794736; 82,000 compounds, 6.8% hits
NCI-H522: NCI-H522 lung cancer. AID 1794739. 78,000 compounds, 8% hits
NCI/ADR-RES: NCI/ADR-RES ovarian cells | 81,000 compounds, 4.4% hits | AID 1794790
HCT-116: HCT-116 colon cancer; 82,000 compounds, 7.3% hits
Active calls of the source: *; . = no result given; [ ] = another dose, or the depositor's remark. Rule for the calls: active = growth percent below 10; inactive = the rest.

SMILES	NCI-H226	COLO 205	HT29	HCT-15	NCI-H322M	NCI-H460	NCI-H522	NCI/ADR-RES	HCT-116
O=P(O)(O)OCC1OC(n2cnc3c(NCc4ccco4)ncnc32)C(O)C1O (stereo not drawn)	20	23	17	5.1*	28	13	-33*	20	-31*
Oc1ccc(N=Nc2nccs2)c(O)c1	90	25	52	29	74	31	41	12	6.0*
COc1cc(-c2nc(-c3nnc(-c4ccc(Cl)cc4)o3)c3ccccn23)cc(OC)c1OC	87	102	87	84	70	83	51	.	.
CC(=NCCN=C(C)c1ccccc1O)c1ccccc1O	92	107	102	106	93	104	100	98	89
COc1cc(-c2c3c(cn2S(=O)(=O)c2ccccc2)-c2nc(N)sc2CC3)cc(OC)c1OC	.	-1.1*	9.0*	28	41	6.4*	20	15	24
CSc1nc2c(c(=O)n1C)CN(Cc1ccccc1)C(=O)CN2	96	113	110	86	.	106	80	85	93
Nc1cccc(=O)[nH]1	110	106	128	114	110	106	81	97	117
CCOC(COc1ccccc1)OCC	105	105	100	97	103	116	97	114	101
NNC(=O)c1ccc(Nc2ncnc3c2cnn3-c2cccc(F)c2)cc1	92	118	101	104	95	102	90	102	102
COC(=O)[C@H](NS(=O)(=O)N(c1ccc(F)cc1)C1CCN(Cc2ccc(F)cc2)CC1)C(C)C	96	108	92	98	113	109	108	90	82
COC(=O)[C@H]1O[C@@H](n2cnc3c(=O)[nH]c(N)nc32)[C@H](O)[C@@H]1O	.	.	106	103	103	108	100	105	104
NS(=O)(=O)c1ccc(N=NNc2ccc(S(N)(=O)=O)cc2)cc1	103	104	99	106	103	107	103	106	99

A second format for part of the listing above.
Value order: NCI-H226 | COLO 205 | HT29 | HCT-15 | NCI-H322M | NCI-H460 | NCI-H522 | NCI/ADR-RES | HCT-116
- Nc1cccc(=O)[nH]1
→ 110 | 106 | 128 | 114 | 110 | 106 | 81 | 97 | 117
- CCOC(COc1ccccc1)OCC
→ 105 | 105 | 100 | 97 | 103 | 116 | 97 | 114 | 101
- NNC(=O)c1ccc(Nc2ncnc3c2cnn3-c2cccc(F)c2)cc1
→ 92 | 118 | 101 | 104 | 95 | 102 | 90 | 102 | 102

Later entries.
SMILES	NCI-H226	COLO 205	HT29	HCT-15	NCI-H322M	NCI-H460	NCI-H522	NCI/ADR-RES	HCT-116
O=Cc1cccnc1	99	109	101	111	121	106	104	112	103
COc1cc(C(=O)C[n+]2cccc3c4ccccc4ccc32)cc(OC)c1OC	94	100	83	102	98	91	84	104	39
CCCCC[C@H](O)C/C=C1/C(=O)C=C[C@@H]1C/C=C\CCCC(=O)OC	70	63	3.1*	21	80	47	30	19	13
ClC1=C(Cl)C(Cl)=C(Cl)C1	103	120	115	108	120	115	114	109	106
Nc1cccc2cccc(S(=O)(=O)O)c12	103	.	102	105	111	106	93	.	96
CCCCC(C(C)=O)C(=O)CC (stereo not drawn)	96	108	101	106	107	107	136	105	99
NS(=O)(=O)c1ccc(CCNC(=O)CSc2ccc(-c3ccc4ccccc4c3)nn2)cc1	82	109	96	112	99	114	76	112	84
O=C(O)C(=Cc1ccc(Cl)cc1Cl)C(=O)O	111	107	82	108	102	109	85	107	109
COc1cc(CCC[P+](c2ccccc2)(c2ccccc2)c2ccccc2)c(OC)c2c1OCO2	55	-36*	47	93	85	32	6.0*	99	16
O=C(O)c1cc(Cl)cc(Cl)c1O	111	110	108	99	94	108	92	103	106
Nc1c(C(=O)c2ccc(Cl)cc2)oc2nc(-c3cnccn3)cc(-c3cccs3)c12	99	112	107	98	101	100	103	107	18
CCn1c(SCC(=O)Nc2cc(C(F)(F)F)ccc2Cl)nc2ccccc2c1=O	.	53	16	37	79	29	51	47	32

A different layout for 5 compounds above.
structure | NCI-H226 | COLO 205 | HT29 | HCT-15 | NCI-H322M | NCI-H460 | NCI-H522 | NCI/ADR-RES | HCT-116
CCCCC[C@H](O)C/C=C1/C(=O)C=C[C@@H]1C/C=C\CCCC(=O)OC | 70 | 63 | 3.1* | 21 | 80 | 47 | 30 | 19 | 13
ClC1=C(Cl)C(Cl)=C(Cl)C1 | 103 | 120 | 115 | 108 | 120 | 115 | 114 | 109 | 106
Nc1cccc2cccc(S(=O)(=O)O)c12 | 103 | . | 102 | 105 | 111 | 106 | 93 | . | 96
CCCCC(C(C)=O)C(=O)CC (stereo not drawn) | 96 | 108 | 101 | 106 | 107 | 107 | 136 | 105 | 99
NS(=O)(=O)c1ccc(CCNC(=O)CSc2ccc(-c3ccc4ccccc4c3)nn2)cc1 | 82 | 109 | 96 | 112 | 99 | 114 | 76 | 112 | 84

Single records, as listed above.
`Oc1ccc(N=Nc2nccs2)c(O)c1` reads NCI-H226: 90; COLO 205: 25; HT29: 52; HCT-15: 29; NCI-H322M: 74; NCI-H460: 31; NCI-H522: 41; NCI/ADR-RES: 12; HCT-116: 6.0*
`CCn1c(SCC(=O)Nc2cc(C(F)(F)F)ccc2Cl)nc2ccccc2c1=O` reads NCI-H226: .; COLO 205: 53; HT29: 16; HCT-15: 37; NCI-H322M: 79; NCI-H460: 29; NCI-H522: 51; NCI/ADR-RES: 47; HCT-116: 32

New compounds follow:
SMILES	NCI-H226	COLO 205	HT29	HCT-15	NCI-H322M	NCI-H460	NCI-H522	NCI/ADR-RES	HCT-116
CCOC(=O)CC1CSC(N/N=C/c2ccccc2F)=N1 (stereo not drawn)	113	109	99	109	99	115	92	105	92
CCS(=O)(=O)C1C(=O)N(C)C(S(=O)(=O)CC)C(=O)N1C (stereo not drawn)	95	103	103	96	98	100	105	104	96
Nc1cc(C(=O)O)cc(N2C(=O)/C(=C\c3ccc(-c4ccc(Cl)cc4)o3)SC2=S)c1	96	114	114	100	89	98	95	105	93
NNc1nc2c(cnn2-c2ccccc2)c2nc(=S)c(N)nn12	96	103	101	98	90	93	90	97	101
COc1ccc(C(=O)C(=O)c2ccc(OC)cc2)cc1	109	112	104	99	94	111	94	114	101
CN1C(=O)c2cccn2Cc2ccccc21	.	.	109	103	100	113	96	108	100
O=C1Nc2ccccc2SC1c1ccccc1 (stereo not drawn)	86	.	103	93	105	96	99	83	76
COc1ccc(Nc2nc3n[nH]c(Nc4ccccc4)c3c(=O)[nH]2)cc1	80	97	101	105	104	101	98	105	102
C=C(C)[C@@H]1CCC2(C(=O)S)CC[C@]3(C)[C@H](CC[C@@H]4[C@@]5(C)CC[C@H](O)C(C)(C)[C@@H]5CC[C@]43C)[C@@H]12 (stereo partly drawn)	108	129	112	104	109	109	72	113	85
Cc1ccc(S(=O)(=O)N(C)C)cc1[N+](=O)[O-]	95	112	109	103	95	104	75	111	106
COc1ccc(Cl)cc1/C=C/C=Nc1ccc(S(N)(=O)=O)cc1	99	109	.	97	126	105	.	102	68
CC(/C=N/NC(=S)Nc1ccccc1)=C\c1ccccc1	107	108	97	96	103	112	83	108	85
CC(C)C(=O)C(CCN(C)C)c1ccccn1 (stereo not drawn)	101	138	99	102	118	104	95	107	107
Oc1ccc2cc(Br)ccc2c1	107	109	118	105	113	111	99	101	103
CC(=O)Oc1ccc(Br)cc1C(=O)O	99	.	107	102	101	106	91	.	95
COC(=O)CCSCc1ccccc1	100	112	100	97	99	106	83	102	89
CCOC(=O)C(C)SC1=C(C)C(=O)c2ccccc2C1=O (stereo not drawn)	103	121	115	98	98	103	96	101	106
CC1(C)CC(=O)c2cc3c(N)c(C(=O)Nc4ccccc4Cl)sc3nc2C1	111	125	106	99	131	114	103	115	113
Cc1c(-c2cnc3ccc(F)cc3c2C(=O)O)nnn1-c1ccc([N+](=O)[O-])cc1	97	103	99	106	99	105	89	116	104
COc1ccc(Cc2nn(CC(=O)N/N=C/c3ccc(C(F)(F)F)cc3)c(=O)c3c(C)noc23)cc1	112	112	102	102	109	104	90	103	106
O=C(OCc1ccc2c(Cl)cc(Cl)c(O)c2n1)OCc1ccc2c(Cl)cc(Cl)c(O)c2n1	96	102	110	53	90	46	94	69	67
Oc1ccccc1\C=N/N=C/C=C/c1ccccc1	103	108	92	103	99	99	87	102	103
COc1ccc(/C=c2\c(=O)n(-c3ccccc3)c3nn4c(n23)=NNC(c2ccccc2)=C4c2ccccc2)cc1	77	119	121	110	97	114	92	106	104
COc1ccc(C(=O)OC(c2cc3c(cc2Br)OCO3)C(C)Br)cc1 (stereo not drawn)	88	100	87	91	92	98	74	88	91
COC(=O)[C@]1(CCSC)N[C@H](c2cn(-c3ccccc3)nc2-c2ccccc2)[C@@H]2C(=O)N(c3ccccc3)C(=O)[C@@H]21	122	101	96	97	105	105	90	92	89
CCOC1=C(OCC)C(=O)c2ccccc2C1=O	101	113	94	102	101	112	91	104	102
CC(C)(C)CC(C)(C)Nc1c(-c2ccccc2)nc2cnccn12	97	108	91	96	99	107	82	93	90
Cc1ncc2c(c1-c1noc(-c3cn[nH]c3-c3cccs3)n1)CCNC2	85	42	93	83	56	94	51	105	85
Cc1nn(-c2ccccc2)c2c1N=c1s/c(=C\c3cn(-c4ccccc4)nc3-c3ccc(Cl)cc3)c(=O)n1C(C)N2 (stereo not drawn)	93	99	94	86	113	93	10	98	75
O=C(Nc1cccc(-n2cc(-c3ccncc3)c(-c3ccc(O)c(Cl)c3)n2)c1)c1ccc2c(c1)OCCO2	78	106	53	36	84	54	65	59	49
COc1ccc(/C=C2/C(c3ccc(Cl)cc3)=NN=C2C(F)(F)F)cc1OC	103	136	99	90	.	121	80	95	103
CCNc1nc(-c2ccc(Cl)c(OC)c2)c(-c2ccnc(NCCNS(=O)(=O)c3ccccc3)n2)s1	65	29	29	55	88	55	35	87	50
Clc1ccc(CSc2ncnc(SCc3ccc(Cl)cc3Cl)c2Br)c(Cl)c1	96	112	.	97	119	103	109	102	93
Oc1ccc2n[nH]nc2c1	118	101	112	118	.	106	100	112	106
CN1c2ccncc2Sc2ccncc21	93	108	103	104	109	112	99	109	143
Cc1cc(C)c(C)c(C(=O)C(=O)c2ccccc2)c1	112	104	110	104	.	102	105	105	114
COc1cc(OCc2cccc(-c3ccccc3)c2C)cc(OC)c1CN1CCCCC1C(=O)NCCOCCOCCN (stereo not drawn)	86	20	5.5*	88	90	42	93	103	23
CCCCCC(=O)OC1CCCC1	99	109	104	119	113	107	98	108	97
Fc1cc(Br)ccc1-n1cnc2c(Nc3ccccn3)nc(Cl)nc21	97	114	108	88	101	100	86	103	95
Cc1onc2c(=O)[nH]nc(-c3ccccc3)c12	101	113	103	101	122	106	90	117	116
N=c1oc2ccccc2cc1-c1nc(-c2cc3cc(Br)ccc3o2)cs1	77	94	92	97	100	95	89	99	88
OCCCCCCNc1ncnc2cc(Cl)ccc12	84	103	99	101	105	94	88	96	82
COc1ccc(CCN2CCCn3c2nc2c3c(=O)n(C)c(=O)n2C)cc1	101	106	96	104	103	104	109	103	97
CC(=O)OC[C@]12CC[C@@H](C(=O)CBr)[C@@H]1[C@H]1CC[C@@H]3[C@@]4(C)CC[C@H](OC(C)=O)C(C)(C)[C@@H]4CC[C@@]3(C)[C@]1(C)CC2	100	101	92	97	103	105	-64*	110	88
Cc1[nH]nc2ccc(-c3nc4cnc(N5CCN(C)CC5)cn4c3Nc3ccc(F)cc3Br)cc12	88	37	4.1*	28	63	70	68	49	11
Nc1nc2c(c(=O)[nH]1)NC(CCNc1ccc(C(=O)NC(CCC(=O)O)C(=O)O)cc1)CN2 (stereo not drawn)	130	100	102	108	92	115	95	121	99
COc1cccc(/C=C(/C(C)=O)C(=O)c2ccccc2)c1	87	107	86	70	105	102	67	79	65
NC1=NC2(CCCCC2)N(c2ccc(S(=O)(=O)Nc3ccccn3)cc2)C(N)=N1	100	111	110	101	101	103	102	103	109
NC(=O)c1cc(Sc2ccccc2)nc2ccccc12	96	106	98	110	121	107	84	110	98
CCOC(=O)N1CCN(CCCCCOc2ccccc2N)CC1	86	114	84	107	97	109	65	99	81
CC1=C(O)C(=O)C(c2c(C)cc(C)c(Br)c2C)=C(O)C1=O	83	76	67	36	72	35	67	73	54
NC(N)=N/N=C/c1cc([N+](=O)[O-])ccc1O	104	109	112	109	94	102	122	.	97
Clc1nc(N2CCC3(CC2)OCCO3)ncc1Br	106	101	100	100	91	76	62	101	89
O=C(c1ccccc1)c1ccccc1C(=O)N(CCO)CCO	94	105	94	113	119	100	86	99	103
C#CCOc1ccccc1/C=N/Nc1nc(-c2ccc(F)cc2)cs1	82	99	101	79	87	97	73	93	105
Cc1nc(N)[nH]c(=O)c1CCCNS(=O)(=O)c1ccc(C(=O)CBr)cc1	95	119	111	100	100	.	.	108	107
NNc1nc2nc(-c3ccc(Cl)cc3)cc(-c3ccc(F)cc3)c2c(=O)[nH]1	88	106	103	102	101	99	79	93	97
CCOC(=O)Nc1ccc2c(c1)/C(=N/O)c1ccccc1-2	.	.	52	64	82	88	42	86	77
COc1ccc2[nH]c(=O)ccc2c1	86	96	105	104	99	107	85	101	104
N#CC1C(=N)Cc2ccccc2-c2ccccc21 (stereo not drawn)	78	51	12	38	78	27	8.9*	1.4*	33
The results go on.
SMILES	NCI-H226	COLO 205	HT29	HCT-15	NCI-H322M	NCI-H460	NCI-H522	NCI/ADR-RES	HCT-116
CCC(COC(=O)c1ccccc1)NC1CCCC1 (stereo not drawn)	105	108	100	105	101	109	.	108	108
CC(C)=CCc1cc(O)c(O)c2oc3cc(O)cc(O)c3c(=O)c12	97	92	92	22	75	25	58	28	43
CC(C)(C)NCC(O)COc1cccc2c1CCCC2=O (stereo not drawn)	100	110	100	102	104	111	79	112	103
COc1cc(CCn2nnc3c(Nc4ccc(N5CCOCC5)nc4)ncnc32)cc(OC)c1	97	101	101	89	103	102	89	86	94
COc1ccc(-c2nc3ccccc3c(=O)n2Cc2ccco2)cc1COc1ccc(NC(C)=O)cc1	54[3 µM]	51[3 µM]	48[3 µM]	25[3 µM]	91[3 µM]	14[3 µM]	62[3 µM]	71[3 µM]	27[3 µM]
CCN(CC)CCN(C(=O)/C=C/c1ccccc1)C1CCCCC1	96	100	80	105	101	108	84	101	97
